From PubChem
aGal spleen mod – alpha-galactosidase A (human) modulation; Potency, µM (titrated, usually from 80 µM), for the others: top-dose activity change, negative = inhibition, usual class: inhibitors; human spleen homogenate, 4MU-alpha-Gal fluorescence, 40 min; 240,000 tested, 0.008% active;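 also: potency is read from the fitted curve at half-maximal effect; 0% = enzyme with vehicle and -100% = no enzyme basal signal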
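Spleen homogenate 1 ug + cpd (titration) + 4-MU-alpha-D-galactopyranoside 1 mM; 37C 40 min; 50 mM citrate/phosphate pH 5.0, 0.01% Tween-20; stop pH 10; fluorescence 365/440; AC50 via Hill.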
CBFb-RUNX1 inh – CBF-beta/RUNX1 interaction disruption. 230,000 tested, under 10 active. Q01196+Q13951. Potency, µM (series often up to 59.8 µM), for the others: top-dose activity, negative = inhibition, usual class: inhibitors. AlphaScreen CBFb-His/RUNX1-biotin binding, biochemical; also: % of control where 0% means no effect
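Interaction loss through any mechanism counts as activity. Pre-formed complex of His-CBF-beta and biotin-RUNX1 (30 nM apiece) is incubated with compound 15 min, then with 50 ng nickel and 50 ng streptavidin beads for 90 min before AlphaScreen detection.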
TR SRC2 fluor cs – counter-screen for TRb-SRC2 inhibitors: fluorescence interference; Potency, µM (titrated, usually from 106 µM), for inactives: top-dose fluorescence change, negative = quenching; AID 1479; TRb/SRC2 Texas Red total fluorescence interference; 280,000 tested, 0.29% active; active = well fitted curve in either direction with a large enough effect; inconclusive = small, poorly fitted or top-dose-only effect; also: potency is read from the fitted curve at half-maximal effect; % is scaled to controls: 0 for no effect and ±100 for the full control effect
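Human TRβ ligand-binding domain (0.6 uM) and Texas Red SRC2 peptide (20 nM) in Tris buffer with 1 uM T3 and 5% DMSO were incubated with pinned compound for 5 hr at ambient temperature. Total fluorescence was computed as S + 2P (555/632 nm).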
Epigenetic reg – epigenetic control regulation, reporter derepression; murine LDR cells, GFP reporter derepression, 30 h; Potency, µM (series often up to 53.9 µM), for inactives: at the top dose GFP activation, actives largely listed as activators; 280,000 tested, 0.2% active; AID 1865; also: potency is read from the fitted curve at half-maximal effect; % of control where 0% means no effect; nearly all actives have a fitted effect of over 60% in size
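Murine LDR cells bearing a silenced CMV-driven GFP reporter were exposed to compound for 30 h at 37 C. After PBS washes, GFP-positive cells (20-120 um objects) counted by laser-scanning microplate cytometry.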
TRb-SRC2 inh – TRbeta-SRC2 interaction inhibition | P10828 | TRbeta-SRC2 peptide binding, fluorescence polarization; receptor liganded with 1 µM T3 | 280,000 tested, 0.065% active | Potency, µM (doses to about 106 µM), for the others: at the highest dose activity change, negative = inhibition, hits mostly inhibitors;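 also: potency is read from the fitted curve at half-maximal effect; plate controls were bound peptide for no effect and peptide without receptor for full effect; nearly all actives have a fitted effect of over 50% in size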
Target sequence (P10828 whole entry, looked up): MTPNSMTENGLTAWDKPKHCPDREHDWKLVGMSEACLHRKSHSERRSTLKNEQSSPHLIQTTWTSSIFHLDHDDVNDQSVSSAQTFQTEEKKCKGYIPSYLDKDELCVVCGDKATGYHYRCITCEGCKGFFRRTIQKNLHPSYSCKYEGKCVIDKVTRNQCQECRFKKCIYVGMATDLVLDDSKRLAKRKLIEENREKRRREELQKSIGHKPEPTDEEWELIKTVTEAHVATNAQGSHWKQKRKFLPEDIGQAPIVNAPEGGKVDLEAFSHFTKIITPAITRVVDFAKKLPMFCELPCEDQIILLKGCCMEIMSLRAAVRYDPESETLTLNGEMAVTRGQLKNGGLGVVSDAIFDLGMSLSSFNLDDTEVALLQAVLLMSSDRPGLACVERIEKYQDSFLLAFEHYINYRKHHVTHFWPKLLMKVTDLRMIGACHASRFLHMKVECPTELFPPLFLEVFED
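Read-out is fluorescence polarization (555 nm excitation, 632 nm emission) of a Texas Red SRC2 coactivator peptide; loss of signal reflects blocked binding to human TRb ligand-binding domain in the presence of 1 uM T3.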
Tau fibril FP – tau fibrillization inhibition (FP). P10636. K18 P301L tau heparin fibrillization, Alexa594 FP, 6 h. Potency, µM (top dose mostly 57.7 µM), for the others: top-dose activity, negative = inhibition, usual class: inhibitors. 280,000 tested, 0.39% active. AID 1468; also: potency is read from the fitted curve at half-maximal effect; % is scaled to controls: 0 for no effect and ±100 for the full control effect; nearly all actives have a fitted effect of over 55% in size
Target sequence (P10636 561-689 P618L limits assumed): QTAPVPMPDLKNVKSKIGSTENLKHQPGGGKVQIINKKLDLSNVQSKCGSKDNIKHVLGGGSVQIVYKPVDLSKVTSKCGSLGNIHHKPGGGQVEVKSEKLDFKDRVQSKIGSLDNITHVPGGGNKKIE
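Compound effects on tau fibrillization are measured by Alexa 594 fluorescence polarization (ex 555, em 632 nm). K18 P301L tau is used at 15 uM with 0.24 uM labeled tracer, and 20 uM heparin induces aggregation over 6 hr at 37 C.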
NPSR antag – neuropeptide S receptor (human) antagonism, cAMP. Potency, µM (series often up to 38.3 µM), without a hit: at the top dose activity change, negative = inhibition, usual class: inhibitors. 220,000 tested, 1% active. CHO-NPSR cells, cAMP TR-FRET, antagonist mode. AID 1461; also: potency is read from the fitted curve at half-maximal effect; % is scaled to controls: 0 for no effect and ±100 for the full control effect; nearly all actives have a fitted effect of over 50% in size; many of its hits are not listed in these tables
Target sequence (Q6W5P4 whole entry, looked up): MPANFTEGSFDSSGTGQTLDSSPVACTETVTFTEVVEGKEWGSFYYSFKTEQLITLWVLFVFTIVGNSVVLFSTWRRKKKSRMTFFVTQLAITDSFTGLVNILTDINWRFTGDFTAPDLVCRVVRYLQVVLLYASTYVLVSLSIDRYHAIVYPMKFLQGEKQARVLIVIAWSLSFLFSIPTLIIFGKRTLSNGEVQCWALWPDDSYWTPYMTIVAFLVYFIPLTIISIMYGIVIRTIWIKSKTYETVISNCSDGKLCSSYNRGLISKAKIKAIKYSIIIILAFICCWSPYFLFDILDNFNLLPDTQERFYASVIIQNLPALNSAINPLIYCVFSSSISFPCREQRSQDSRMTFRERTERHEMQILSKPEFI
Tau fluor counter – counter-screen for tau fibril formation inhibitors; 280,000 tested, 0.93% active; AID 1463; Potency, µM (highest dose often 57.7 µM), inactives show at the top dose activity change, negative = decrease; tau K18 P301L Alexa594 fluorescence, heparin fibrillization; also: potency is read from the fitted curve at half-maximal effect; % is scaled to controls: 0 for no effect and ±100 for the full control effect; nearly all actives have a fitted effect of over 55% in size
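Human tau K18 P301L (15 uM unlabeled, 0.24 uM Alexa 594-labeled) in 100 mM sodium acetate pH 7 with 20 uM heparin, 6 hr at 37 C. ThT 30 uM added, 1 hr ambient; Alexa 594 FP and total fluorescence read at 555/632 nm.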
* = called active by the depositor; ? = inconclusive; nt = not tested or not shown; & = joins results of further samples; [ ] = dose if it differs, or a comment. Unless noted, calls follow the shape of the dose curve; as a rule, active = well fitted curve in the direction sought with a large enough effect; inconclusive = small, poorly fitted or top-dose-only effect, or another doubt; inactive = no such curve, though single readings can be large; an effect the other way counts as inactive or inconclusive.

cpd	mol	Tau fluor counter	TR SRC2 fluor cs	aGal spleen mod	NPSR antag	Epigenetic reg	Tau fibril FP	CBFb-RUNX1 inh	TRb-SRC2 inh
1	COc1ccccc1CNC(=O)C(C)NS(=O)(=O)c1ccc(Br)cc1 (stereo not given)	-12%	0%	7%	-6%[46.1 µM]	-1.2%	-6%	11%	-12%
2	CN1C(=O)CC(NNC(=O)c2ccc(Cl)cc2)C1=O (stereo not given)	-4%	-1%	12%	14%[46.1 µM]	0.0%	0%	-2%	1%
3	COc1ccc(NC(=O)CC2C(=O)N(c3ccc(OC)cc3)C(=S)N2NC(=O)c2cccc(F)c2)cc1 (stereo not given)	14%	-2%[53 µM]	0%	-14%	-1.3%	5%	-2%	4%[53 µM]
4	O=C1CN(C(=O)CSc2nc(-c3ccccc3)cs2)c2ccccc2N1	-20%	1%	-5%	4%	1.3%	7%	-5%	1%
5	CCC(=O)N1CCN(c2ccc(NC(=O)c3cc4ccccc4o3)cc2)CC1	?	-6%	0%	-11%[46.1 µM]	-1.2%	2%	?	-10%
6	COc1ccc(Oc2nc(-c3ccccc3)ncc2C(=O)O)cc1	4%	2%	-3%	-22%	-2.9%	2%	0%	-4%
7	COc1cc(C)c(Cl)cc1S(=O)(=O)n1cnc(C)c1	-1%	-1%	-8%	-11%[46.1 µM]	-0.3%	13%	3%	3%
8	Cc1cccc(C)c1NC(=O)C[N+](C)(C)C	-9%&-4%	-2%&-2%	2%&7%	7%[46.1 µM]	-0.2%&1.4%	3%&1%	8%	2%&1%
9	O=C1N=C(N2CCCCC2)S/C1=C\c1ccncc1	5%	0%	2%	-19%	-1.9%	6%	1%	-14%
10	COc1ccccc1N1CCN(C(=O)c2ccc(S(=O)(=O)N3CCCC3)cc2)CC1	8%	-1%	4%	-4%[46.1 µM]	-1.0%	7%	4%	3%
11	CCCCCCN(C(=O)CCCCCN1C(=O)NC(c2ccc(-c3ccccc3)cc2)C(C(=O)OCc2ccccc2)=C1C)C(C(=O)NCCCC)c1cccc(C(=O)OC)c1 (stereo not given)	-2%&-10%	1%&-5%	1%&2%	17%	1.6%&0.2%	-15%&8%	2%&-4%	-11%&4%
12	Clc1ccc(Cc2nc(-c3ccncc3)no2)cc1	-8%	-1%[53 µM]	2%	-7%	1.4%	-8%	10%	5%[53 µM]
13	O=C(CSC1=Nc2ccccc2C2=NC(CCC(=O)NC3CCCCC3)C(=O)N12)Nc1cccc(Cl)c1 (stereo not given)	-25%	-1%	nt	nt	1.6%	2%	nt	0%
14	COc1cc(C(=O)Oc2cccc(Nc3ncnc4ccccc34)c2)cc(OC)c1OC	?	5%	-3%	?	1.7%	?	4%	2%
15	CCC(CC)NC(=O)Nc1ccccc1C(F)(F)F	3%	1%	4%	14%	0.0%	1%	5%	1%
16	c1cncc(C(c2nnnn2C2CCCCC2)N2CCN3CCCC3C2)c1 (stereo not given)	3%	-1%	-20%	10%[46.1 µM]	-2.0%	6%	3%	-12%
17	O=C(CSc1nc2ccccc2c(=O)n1-c1ccc(F)cc1)NCc1ccco1	-13%	-4%	4%	-13%[46.1 µM]	0.0%	-4%	-23%	-2%
18	Cc1ccc2c(c1)N(C(=O)N1CCC(C(=O)NCCC3=CCCCC3)CC1)CC(C)O2 (stereo not given)	?	-6%	nt	nt	1.1%	?	nt	-8%
19	Cn1c(SCc2nnc(-c3ccccc3Br)o2)nc2sc3c(c2c1=O)CCC3	-2%	0%	?	?	0.5%	6%	-1%	2%
20	CCC1(CC)NC(=O)N(CC(=O)Nc2sc3c(c2C(N)=O)CCC3)C1=O	-7%	-5%	-14%	-8%[46.1 µM]	-1.0%	2%	nt	-8%
21	CNC(=S)N(Cc1ccco1)Cc1cc2cc3c(cc2[nH]c1=O)OCCO3	-9%	6%	8%	-16%	-1.1%	-4%	-4%	2%
22	COc1ccc(NC(=O)c2sc3nc[nH]c(=O)c3c2C)cc1	-24%	-3%	nt	nt	0.8%	6%	nt	-3%
23	CN1CCCN(C(=O)C2CCCCC2)CC1	0%	1%	8%	8%	-1.6%	1%	10%	4%
24	CCOc1ccc(NC(=O)CCn2cnc3onc(-c4ccc(F)cc4)c3c2=O)cc1	-21%	-1%	nt	nt	8.9%	?	nt	-6%
25	Cc1nc(-c2ccc(Cl)cc2)sc1CCNC(=O)C(=O)Nc1ccc2c(c1)OCO2	3%	-2%	nt	nt	1.7%	1%	nt	4%
26	CS(=O)(=O)Nc1cccc(-c2nc(Nc3ccccc3)c3ccccc3n2)c1	?	-9%	-13%	nt	-2.2%	?	nt	-3%
27	Cc1cc(NS(=O)(=O)c2ccc(NC(=O)NC(C)(C(F)(F)F)C(F)(F)F)cc2)no1	-6%	-2%	-2%	-7%[46.1 µM]	-1.0%	5%	1%	6%
28	N#Cc1c(NC(=O)CS(=O)(=O)c2ccc(Cl)cc2)sc2c1CCCCC2	-14%	-1%	nt	nt	-1.2%	-14%	nt	-4%
29	CCOC(=O)C(CC)n1cnc2c(oc3ccccc32)c1=O (stereo not given)	-1%	0%	-3%	-6%[46.1 µM]	0.4%	1%	10%	-9%
30	CCC(C)(C)NC(=O)C(c1cccnc1)N(C(=O)c1csnn1)c1ccc(C)cc1 (stereo not given)	3%	1%	2%	-16%	2.1%	6%	-2%	8%
31	CCOC(=O)c1cc2c(ccn2C)n1CC(=O)Nc1ccc(F)cc1	?	-10%	5%	18%	-1.1%	?	4%	0%
32	O=C(Cn1cc(C(=O)c2cccs2)c2ccccc21)NC1CCCCC1	-28%	-6%	-4%	-15%[46.1 µM]	-0.8%	0%	-5%	3%
33	COc1ccc(C2(O)CCN(C(=O)NC3CCCCC3)CC2)cc1	5%	-5%	6%	0%[46.1 µM]	0.0%	0%	3%	7%
34	CC(C)c1nnc(NC(=O)CCS(=O)(=O)c2nc(-c3cccs3)cc(C(F)(F)F)n2)s1	4%	0%	-6%	?	2.0%	-2%	10%	12%
35	COc1ccc(-c2ccc(=O)n(CC(=O)Nc3ccc(N(C)C)cc3)n2)cc1	?	-1%	nt	nt	-1.1%	2%	nt	-2%
36	COc1ccc(-c2c(C#N)c(N)n(N)c(=O)c2C#N)cc1Cl	-8%	-2%	3%	10%	-2.2%	6%	-4%	-2%
37	COc1ccc(C(CNC(=O)c2cc(C)oc2C)N2CCOCC2)cc1 (stereo not given)	-4%	-5%	0%	-1%[46.1 µM]	-1.6%	2%	-3%	-5%
38	COc1ccccc1Nc1nnc(SCC(=O)N2CCCC2=O)s1	-5%	0%	-5%	-19%[46.1 µM]	-0.7%	6%	8%	-1%
39	COc1ccccc1NC(=O)CCc1nc(-c2cccs2)no1	-16%	3%	2%	-15%[46.1 µM]	-0.2%	-15%	-1%	5%
40	Cc1nc(N2CCOCC2)nc(OCCN(C)C)c1[N+](=O)[O-]	3%	-1%[53 µM]	-3%	15%	-2.2%	0%	-8%	2%[53 µM]
41	COc1cccc(NC(=O)c2cnn(-c3ccccc3)c2-n2cccc2)c1	-7%	?	nt	nt	0.0%	0%	nt	1%
42	O=C(Nc1cccc(N=Cc2cc(Br)cc(Br)c2O)c1)c1ccco1	-22%	-7%	-5%	-46%	-2.2%	?	7%	0%
43	CC1(C)OC(=O)C(=CNc2ccccn2)C(=O)O1	-4%	-3%	3%	-14%	-0.2%	2%	12%	2%
44	Cc1cccc(C)c1NC(=S)N(CCN(C)C)C(C)c1cccnc1 (stereo not given)	-5%	-6%	-10%	-15%	-1.1%	0%	-23%	2%
45	COc1ccc(-n2c(=O)c3ccc(C(=O)NCc4ccc(C)cc4)cc3n(Cc3ccc(Cl)cc3)c2=O)cc1	1%	0%	nt	nt	0.7%	?	nt	3%
46	COc1ccc(-c2cn3cccnc3n2)cc1NC(=O)C1CCCC1	-9%	-1%	-2%	-25%[46.1 µM]	-1.8%	-3%	2%	-11%
47	c1ccc(-c2ccc3c(c2)NC(C2Nc4cc(-c5ccccc5)ccc4O2)O3)cc1 (stereo not given)	-24%	0%	3%	2%	0.0%	5%	-7%	-10%
48	CCOC(=O)CC1C(=O)NCCN1S(=O)(=O)c1cc(Cl)c(Cl)cc1Cl (stereo not given)	-1%	-3%	10%	-11%[46.1 µM]	-1.1%	-1%	1%	2%
49	COc1ccc2[nH]c(=O)c(CN(C(=O)c3ccncc3)C(C)C)cc2c1	3%	0%	13%	-4%[46.1 µM]	-6.3%	4%	2%	-9%
50	COc1ccc(/C=N/NC(=O)CC(=O)NCc2cccnc2)cc1	1%	-7%	19%	-8%[46.1 µM]	5.4%	-2%	-1%	-2%
51	CC(=O)N1CCc2cc(S(=O)(=O)NC(CC(C)C)C(=O)NCc3ccccc3Cl)ccc21 (stereo not given)	-11%	0%	nt	nt	0.0%	-8%	nt	-10%
52	CCOC(=O)NNC(=O)CCn1c2c(c3ccccc31)CCCC2	-17%	-3%	4%	25%	0.1%	9%	-1%	1%
53	COc1ccc(NC(=O)c2ccco2)cc1NC(=O)c1ccc(C#N)cc1F	-17%	6%	nt	nt	4.3%	-10%	nt	12%
54	CCCn1c(N)c(C(=O)COc2ccc(Br)cc2F)c(=O)n(C)c1=O	-16%	0%	2%	-5%	-3.7%	-7%	-7%	-8%

For reference, four of the compounds above:
cpd	mol	Tau fluor counter	TR SRC2 fluor cs	aGal spleen mod	NPSR antag	Epigenetic reg	Tau fibril FP	CBFb-RUNX1 inh	TRb-SRC2 inh
41	COc1cccc(NC(=O)c2cnn(-c3ccccc3)c2-n2cccc2)c1	-7%	?	nt	nt	0.0%	0%	nt	1%
42	O=C(Nc1cccc(N=Cc2cc(Br)cc(Br)c2O)c1)c1ccco1	-22%	-7%	-5%	-46%	-2.2%	?	7%	0%
43	CC1(C)OC(=O)C(=CNc2ccccn2)C(=O)O1	-4%	-3%	3%	-14%	-0.2%	2%	12%	2%
44	Cc1cccc(C)c1NC(=S)N(CCN(C)C)C(C)c1cccnc1 (stereo not given)	-5%	-6%	-10%	-15%	-1.1%	0%	-23%	2%

The list is partial, so the mix of outcomes need not match the whole.
